MmCpn inh: Inhibitors of TCP-1 ring complex (TRiC) of Methanococcus maripaludis (MmCpn): qHTS; Chaperonin Mm-Cpn (Methanococcus maripaludis); purified Mm-Cpn ATPase, ADP Transcreener TR-FRET; Potency, µM (series often up to 76.9 µM), without a hit: at the top dose activity, negative = inhibition, usual class: inhibitors; actives 0.031% (n = 330,000); note: potency is the fitted concentration of half-maximal effect; % is set by controls: 0 for no effect and ±100 for the full control effect; nearly all actives have a fitted effect of over 80% in size
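Reaction buffer contained 30 mM Tris pH 7.4, 100 mM KCl, 5 mM MgCl2 and 1 mM DTT. Mm-CPN (25 nM final) hydrolysed 10 uM ATP over 30 min at 37°C; ADP was read by HTRF.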
CCT chaperon mod: High-Throughput Screening for Modulators of Cytosolic Chaperonin Activity; purified chaperonin ATPase assay, HTRF ADP detection, 30 min; actives 0.3% (n = 360,000); AID 651819, 2012; activity change, % (concentration not given with the values), hits read low; in the data active = activity change below about -30%; note: % is set by controls: 0 for no effect and ±100 for the full control effect
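TRiC (40 or 20 nM final, by batch activity) in 30 mM Tris pH 7.4, 100 mM KCl, 5 mM MgCl2, 1 mM DTT was treated with compound at 76 uM single dose, then 10 uM ATP, 30 min at 37 °C. ADP was read by HTRF Transcreener.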
EPAC2 agonist: qHTS for Agonist of cAMP-regulated guanine nucleotide exchange factor 4 (EPAC2): primary screen; EPAC2 activation, biochemical qHTS; response scale: 100% = 6.5 mM cAMP response; Potency, µM (highest dose often 154 µM), for the others: at the highest dose activation, most hits filed as activators; actives 0.079% (n = 360,000); note: potency is the fitted concentration of half-maximal effect; nearly all actives have a fitted effect of over 50% in size
Target sequence (Q8WZA2 whole entry, looked up): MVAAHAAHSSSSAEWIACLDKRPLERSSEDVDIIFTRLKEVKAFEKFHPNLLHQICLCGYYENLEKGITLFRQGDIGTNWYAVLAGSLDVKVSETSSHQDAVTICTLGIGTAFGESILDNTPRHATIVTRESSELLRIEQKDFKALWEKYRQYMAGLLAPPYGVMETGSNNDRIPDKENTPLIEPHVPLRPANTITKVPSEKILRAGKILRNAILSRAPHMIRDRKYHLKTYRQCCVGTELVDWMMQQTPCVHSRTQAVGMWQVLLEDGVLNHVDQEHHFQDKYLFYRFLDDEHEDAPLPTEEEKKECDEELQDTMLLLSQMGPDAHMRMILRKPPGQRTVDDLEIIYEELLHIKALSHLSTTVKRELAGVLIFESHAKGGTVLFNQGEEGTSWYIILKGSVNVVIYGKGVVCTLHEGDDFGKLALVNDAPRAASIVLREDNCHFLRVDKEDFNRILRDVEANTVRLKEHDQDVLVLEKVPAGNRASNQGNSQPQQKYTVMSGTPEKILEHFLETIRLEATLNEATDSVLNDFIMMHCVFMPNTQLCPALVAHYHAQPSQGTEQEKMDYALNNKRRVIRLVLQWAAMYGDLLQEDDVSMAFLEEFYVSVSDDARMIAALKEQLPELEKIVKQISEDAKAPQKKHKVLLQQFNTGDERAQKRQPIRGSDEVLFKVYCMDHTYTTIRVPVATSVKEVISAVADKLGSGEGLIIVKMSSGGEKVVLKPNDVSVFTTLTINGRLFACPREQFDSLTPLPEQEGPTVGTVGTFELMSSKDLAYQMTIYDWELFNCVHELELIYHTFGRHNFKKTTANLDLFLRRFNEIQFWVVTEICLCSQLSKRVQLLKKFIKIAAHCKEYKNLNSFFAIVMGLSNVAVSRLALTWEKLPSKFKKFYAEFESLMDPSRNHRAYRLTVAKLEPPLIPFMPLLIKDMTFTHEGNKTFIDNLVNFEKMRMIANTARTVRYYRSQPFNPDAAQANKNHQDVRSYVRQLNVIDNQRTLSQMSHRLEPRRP
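In this primary screen, activation is scored as increased exchange of BODIPY-GDP from Rap1B by 100 nM EPAC2, with 50 uM GDP as competitor. Signal is normalized to the 6.5 mM cAMP agonist control.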
DRD3 antagonist: qHTS of D3 Dopamine Receptor Antagonist: qHTS | D(3) dopamine receptor (Homo sapiens), P35462 | D3R cells, DiscoveRx beta-arrestin luminescence, antagonist mode; active compounds read low | max response, negative = inhibition, % | actives 2.5% (n = 360,000); in the data active = max response below about -50%; inconclusive = no clear call, values can overlap the other calls; note: % is set by controls: 0 for no effect and ±100 for the full control effect; mostly tested at two doses, the higher about 12 µM
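Cells expressing the human receptor were seeded at 1500 cells/well, incubated overnight at 37 degrees C in 5% CO2, then exposed to library compounds with dopamine controls for 90 minutes at 37 degrees C before luminescent detection.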
D3 ag: qHTS of D3 Dopamine Receptor Agonist: qHTS; D3R DiscoveRx beta-arrestin cells, luminescence, 90 min; max activation, %; actives 0.58% (n = 410,000); in the data active = max activation above about 30%; note: 0% is about no effect; mostly tested at two doses, the higher about 12 µM
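Cells at 1500/well, incubated overnight, then treated with pinned compounds (dopamine as control) for 90 min at 37 degrees C. DiscoveRx reagent added for 30 - 60 minutes at room temperature; luminescence read.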
PTHR1 agonist: qHTS for PTHR1 Agonists: Primary Screen. HEK293 GP2 PTHR1 cells, GloSensor cAMP luminescence, 1 h. Potency, µM (highest dose often 115 µM), without a hit: at the highest dose activation, most hits filed as activators. actives 0.075% (n = 410,000); note: potency is the fitted concentration of half-maximal effect; nearly all actives have a fitted effect of over 55% in size; some results filed as inactive show a strong effect at the top dose; inactives centre near -15; many of its hits are not listed in these tables
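HEK-293-derived GP2 cells expressing PTHR1 and a GloSensor cAMP reporter, 3,000/well, plated overnight, given luciferin plus IBMX (each 0.5 mM as added) for 1 h at 37 °C, then compound for 1 h at 37 °C. Luminescence was read after 15 min at room temperature.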
EPAC2 antagonist: qHTS for Antagonist of cAMP-regulated guanine nucleotide exchange factor 2 (EPAC2): primary screen. Rap guanine nucleotide exchange factor 4 (Homo sapiens), Q8WZA2. EPAC2 GEF exchange of Rap1B-BODIPY-GDP, fluorescence. Potency, µM (series often up to 114 µM), inactives show top-dose activity, negative = inhibition, usual class: inhibitors. actives 0.18% (n = 360,000); note: potency is the fitted concentration of half-maximal effect; % is set by controls: 0 for no effect and ±100 for the full control effect; nearly all actives have a fitted effect of over 45% in size; many of its hits are not listed in these tables
pAkt inh: HTS Assay for Inhibitors of Akt Phophorylation: Primary Screen; actives 0.32% (n = 360,000); AID 651550, 2012; activity change, % for hits at 50 µM; Neuro2A IGF-stimulated pAkt S473 HTRF, 20 min; active compounds read low; in the data active = activity change below about -80%; inconclusive = mostly about -51% to -80%; note: % is set by controls: 0 for no effect and ±100 for the full control effect
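Single-point screen (50 µM final compound) in Neuro2A cells stimulated 20 min with 6 nM IGF at 37 deg C. After lysis, Ser473-phosphorylated Akt read by HTRF (ex 330 nm, em 615/665 nm) as the 665/615 ratio.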
Numbers without * were called inactive; i = inactive; ? = inconclusive; · = not tested or not shown; & = joins results of further samples; [ ] = remark or other dose. Unless noted, calls come from the whole dose curve; as a rule, active = well fitted curve in the direction sought with a large enough effect; inconclusive = small, poorly fitted or top-dose-only effect, or another doubt; inactive = no such curve, though single readings can be large; an effect the other way counts as inactive or inconclusive.

SMILES | MmCpn inh | CCT chaperon mod | EPAC2 agonist | DRD3 antagonist | D3 ag | PTHR1 agonist | EPAC2 antagonist | pAkt inh
COc1ccc(C(=O)NCCNC(=O)c2ccc(C)nc2)cc1 | 0% | 0.2 | -1% | 8 | -9 | -4% | -5% | i
COc1ccc(NC(=O)c2ccco2)cc1NC(=O)c1ccccc1F | 0% | -3.1 | -3% | -7 | -1 | 6% | -5% | i
Cc1ccc(-c2nnn(CC(=O)N(CC3CCCO3)C(C(=O)NC3CCCC3)c3ccc(O)cc3)n2)o1 (stereo not drawn) | 2% | -4.9 | 22% | 0 | -14 | i | -2% | i
COc1cc2c(cc1OC)C1=C(C#N)COCN1CC2 | -2% | 1.4 | 3% | -15 | 1 | i | -1% | i
CCc1sc(C(=O)Nc2cc(S(=O)(=O)N3CCOCC3)ccc2OC)cc1C | -8% | 2.1 | 10% | -12 | -4 | -16% | -6% | i
COc1ccc(CCNc2nc(C)nc3c2nnn3Cc2ccccc2)cc1 | -2% | -2.5 | -4% | -12 | 5 | i | 3% | i
C=CCN1C(=O)CSc2ccc(C(=O)NC(C)c3ccccc3)cc21 (stereo not drawn) | 0% | 1.7 | -2% | 18 | 3 | i | -2% | i
Cc1nc2ccccc2nc1N/N=C/c1ccc(O)cc1O | -3% | -0.7 | 13% | 0 | 5 | i | -6% | i
OC(c1ccc(-c2ccccc2)cc1)c1ncc(-c2ccc(C(F)(F)F)cc2)[nH]1 (stereo not drawn) | · | -2.8 | -3% | 0 | 6 | -31%[inhibitor] | -17% | i
CC1=NN(c2ccc(C)cc2)C(=O)/C1=C/c1ccc(-c2cc([N+](=O)[O-])ccc2O)o1 | -1% | -3.1 | -7% | 7 | 4 | i | 7% | i
O=C1C2C3C=CC(CC3)C2C(=O)N1c1ccc(Br)cc1 (stereo not drawn) | · | 2.2 | 2% | -7 | 5 | -18% | -9% | i
Cc1ccnc(NC(=O)c2cccc(NC(=O)c3ccc(Cl)cc3)c2)c1 | · | -3.1 | 8% | -8 | -6 | -11% | -3% | i
CCc1ccccc1NC(=O)c1cnc2scc(C)n2c1=O | 1% | -1.0 | 3% | -8 | 2 | -29% | -1% | i
COc1cc(NC(=O)c2cccc([N+](=O)[O-])c2)ccc1NC(=O)c1ccco1 | -2% | -1.1 | 6% | -7 | -9 | -9% | 2% | i
CCCCOC(=O)Nc1nnc(CC)s1 | -1% | -3.6 | 4% | -17 | -9 | -16%[57.5 µM] | 1% | i
COc1ccc(S(=O)(=O)N2CCN(C(=O)CCC3CCCC3)CC2)cc1 | -1% | -2.1 | -3% | 29 | 0 | -1%[57.5 µM] | -3% | i
COc1ccc(S(=O)(=O)N2CCOCC2)c(Cl)c1Cl | 3% | 0.2 | 4% | 18 | -1 | -35%[inhibitor][57.5 µM] | 1% | i
O=c1[nH]cc(C=NNc2ccccc2)c(=O)[nH]1 | · | -0.3 | 7% | 16 | 8 | -32%[inhibitor] | -4% | i
CN(C)C(/C=C/Nc1cccc([N+](=O)[O-])c1)=C(C#N)C#N | 2% | -0.8 | 5% | 10 | 8 | i | 2% | i
COC(=O)c1c(NC(=O)CC2Nc3cc(C)c(C)cc3NC2=O)sc(C)c1C (stereo not drawn) | 1% | -0.7 | ? | 34 | -14 | i | 25% | i
Cc1ccccc1C(=O)c1cccn1CC(=O)NCC1CCCO1 (stereo not drawn) | 0% | 0.6 | -2% | 4 | -1 | -12%[57.5 µM] | 0% | i
NS(=O)(=O)c1ccc(N/N=C/c2ccc(O)c(O)c2O)c([N+](=O)[O-])c1 | -11% | -0.4 | 2% | -20 | 3 | -19% | -10% | i
Cc1nc2ccc(NS(=O)(=O)c3ccc(C)c(C)c3)cc2s1 | -2% | -0.8 | 10% | 3 | 1 | -4%[57.5 µM] | 10% | i
CC(C)C(=O)N1CCN(c2ccccc2NC(=O)Cc2ccc(Cl)cc2)CC1 | -5% | 2.9 | 7% | 6 | -2 | -18% | 6% | i
O=C(CN1CCC(NC(=O)Nc2ccccc2)CC1)Nc1ccccc1F | -3% | -0.8 | 0% | 10 | -4 | i | 3% | i

Sorted by SMILES length (highest first): 3 of the compounds above
SMILES | MmCpn inh | CCT chaperon mod | EPAC2 agonist | DRD3 antagonist | D3 ag | PTHR1 agonist | EPAC2 antagonist | pAkt inh
NS(=O)(=O)c1ccc(N/N=C/c2ccc(O)c(O)c2O)c([N+](=O)[O-])c1 | -11% | -0.4 | 2% | -20 | 3 | -19% | -10% | i
CN(C)C(/C=C/Nc1cccc([N+](=O)[O-])c1)=C(C#N)C#N | 2% | -0.8 | 5% | 10 | 8 | i | 2% | i
Cc1nc2ccc(NS(=O)(=O)c3ccc(C)c(C)c3)cc2s1 | -2% | -0.8 | 10% | 3 | 1 | -4%[57.5 µM] | 10% | i

The list goes on.
SMILES | MmCpn inh | CCT chaperon mod | EPAC2 agonist | DRD3 antagonist | D3 ag | PTHR1 agonist | EPAC2 antagonist | pAkt inh
Cc1cc(C)cc(NS(=O)(=O)c2cc3[nH]c(=O)c(=O)[nH]c3cc2C)c1 | -10% | -1.5 | 8% | 10 | 5&9 | -4% | -15% | i
COc1ccc(NC(=S)NCCc2ccc(S(N)(=O)=O)cc2)c(OC)c1 | 1% | 0.4 | -2% | 5 | -4 | i | 8% | i
C=CCn1cnc2sc(C(=O)Nc3ccccc3OC)c(C)c2c1=O | 0% | -3.0 | 5% | 25 | 0 | i | 13% | i
CCN(CC)c1ccc(C(=O)OCC(=O)Nc2cc(C)on2)cc1 | -10% | -3.4 | -5% | 4 | -6 | -11% | -9% | i
Cc1ccc(C(=O)Nc2cccc3[nH]c(C(F)(F)F)nc23)cc1 | 0% | 0.9 | -6% | 21 | 4 | -33% | 7% | i
COCCn1c(=NC(=O)CCS(=O)(=O)c2ccccc2)sc2cc(C)ccc21 | -5% | -3.2 | 7% | 5 | -1 | i | 16% | i
CC(C)CNC(=O)c1cccc(NC(=O)c2ccco2)c1 | 0% | 2.0 | 4% | 12 | -4 | i | -2% | i
O=C(NNC(=O)c1ccc[nH]1)c1cccc(C(F)(F)F)c1 | -1% | -0.6 | 6% | -3 | -3 | -7% | -1% | i
Cc1ccc(CNS(=O)(=O)NCc2cccs2)cc1 | -4% | -3.4 | 7% | -4 | -3 | i | 3% | i
CCOC(=O)c1cc(OC(=O)c2ccccc2)n(-c2ccccc2)n1 | -1% | -1.0 | 4% | 16 | -10 | i | -1% | i
CCC1=C(OC(=O)c2ccccc2)C(C)(C)C(c2ccccc2)OC1=O (stereo not drawn) | 0% | 1.5 | 3% | -19 | -14 | -41%[inhibitor][57.5 µM] | -2% | i
CCOC(=O)CCCCC(=O)c1[nH]c(=O)[nH]c1Cn1ccnc1 | -3% | 1.7 | 8% | 35 | 0 | i | 18% | i
O=C(Cc1cccs1)N/N=C/c1ccccn1 | 1% | -0.3 | 7% | -18 | -4 | i | 5% | i
CN1CCC(N(C)CC(=O)Nc2ccc3c(c2)OC(F)(F)O3)CC1 | -1% | 1.7 | -3% | 1 | -6 | i | -2% | i
CN1C(=O)/C(=C/c2ccc(OCc3cccc(F)c3)cc2)NC1=S | -2% | -1.7 | 5% | 1 | -1 | -29% | -3% | i
Oc1ccc2ccccc2c1CNc1ccc2ccccc2c1 | · | -37* | 16% | ? | -3 | -27% | ? | i
COc1ccc(OC)c(C2C(C(=O)Nc3ccc(F)cc3)=C(C)Nc3nc(CCCO)nn32)c1 (stereo not drawn) | 1% | 0.4 | 1% | -1 | -10 | 8% | -7% | i
COc1ccccc1N1CCN(C(=O)Nc2cccc(C)c2)CC1 | -1% | 0.5 | -3% | 14 | -8 | i | -6% | i
Cc1ccc(C(=O)N/C(=C/c2ccccc2)C(=O)NC(Cc2ccccc2)C(=O)O)cc1 (stereo not drawn) | -2% | 1.9 | -4% | 4 | 0 | i | 4% | i
COc1ccccc1/C=C/C(=O)Nc1ccc2c(c1)CCC2 | -9% | -19 | 18% | ? | -3 | -23% | -12% | i
CCCCN(C=O)c1c(CC)nc2c(OCCOc3ccccc3)cccn12 | · | 0.4 | 10% | 2 | -5 | -38% | -2% | i
CCOc1ccc(S(=O)(=O)N2CCOCC2)cc1NC(=O)C1CCC1 | 1% | -0.9 | 5% | 14 | -14 | 13% | 5% | i
Cc1ccc(NC(=O)CCCN2C(=S)NC(C)(C)CC2C)cc1 (stereo not drawn) | 0% | 2.9 | 14% | -20 | 0 | i | -2% | i
COc1cccc(-c2cc(NC(C)=O)c3ncc(-c4cccc(C(C)=O)c4)n3c2)c1 | · | -2.5 | -2% | 4 | 4 | -34%[inhibitor] | 16% | i
O=C(c1cc2ccccc2cc1O)N1CCCC(C(F)(F)F)C1 (stereo not drawn) | -1% | -0.1 | -2% | 3 | -6 | i | -22% | i
Carrying on.
SMILES | MmCpn inh | CCT chaperon mod | EPAC2 agonist | DRD3 antagonist | D3 ag | PTHR1 agonist | EPAC2 antagonist | pAkt inh
CCc1ccccc1NC(=O)/C(C#N)=C\c1ccc(Sc2ccccc2)o1 | -3% | -0.3 | 21% | -26 | -11 | i | -11% | i
Cc1ccc(C)c(-c2cc(C(=O)NN3CCOCC3)c3ccccc3n2)c1 | -1% | -4.0 | 0% | 7 | 11 | i | -11% | i
CCCNC(=O)C1CC(c2ccccc2C(F)(F)F)=NO1 (stereo not drawn) | 0% | -1.7 | -2% | 27 | 17 | -12% | 3% | i
O=C(NCc1ccc2c(c1)OCO2)c1ccc(CS(=O)(=O)c2cccc(C(F)(F)F)c2)o1 | -2% | -5.6 | -2% | 7 | -1 | i | -1% | i
O=S(=O)(NC1CCCCC1N1CCN(c2ccc(F)cc2)CC1)c1ccc(Cl)cc1 (stereo not drawn) | -3% | -1.6 | 17% | -4 | -6 | -49%[inhibitor] | -3% | i
COc1cccc(-n2c(Cc3cc(=O)[nH]c(=O)[nH]3)nnc2SC(C)C)c1 | 1% | -1.5 | 3% | -23 | -6 | -8% | 9% | i
CC1(C)Cc2c(sc3nnn(CC(=O)Nc4ccccc4)c(=O)c23)CO1 | 2% | -0.4 | -1% | 3 | 0 | -44%[inhibitor] | -3% | i

Bioassay records: PubChem, National Center for Advancing Translational Sciences (NCATS)

Some of the compounds tested; rates above refer to the full screens.
